Assay outcomes from PubChem BioAssay.
dFosB act: activators of mouse delta FosB homodimer; purified delta FosB, TAMRA-CDK5 oligo fluorescence polarization; percent of positive-control signal above neutral wells; activation, % at 25 µM; hit rate 0.99% among 340,000;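 active = mean activation above about 17%, with every replicate also reaching it, limit read from the data, passing the limit was not always enough; inconclusive = only one of the two conditions met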;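 also: fluorescence polarization rise as delta FosB binds a TAMRA Cdk5 AP-1 oligo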
SUMO Mot1 rescue: SUMOylation pathway inhibition by Mot1-301 growth rescue. AID 2716. growth rescue, % at 18.8 µM. S. cerevisiae Mot1-301 growth rescue, ATP luminescence, 38.5C; percent above DMSO median, 100 means doubled. hit rate 1% among 320,000;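 active = every valid replicate shows activation above 250% relative to neutral control wells; inactive = the rest, any valid replicate at or below 250%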;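 also: OY570 slx delta 5 strain wells were the positive control but not used for scaling; some compounds called inactive have numbers as strong as hits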
MITF TRPM1 HTS: MITF TRPM1 promoter activation in melanoma cells. SK-MEL-5 TRPM1-promoter luciferase, 24 h; % of positive control, neutral wells = 0. activation, % at 12.5 µM. hit rate 0.75% among 300,000. AID 588334;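 active = mean activation of at least 80% with every replicate also reaching 80%; inconclusive = mean reaches 80% but some replicate falls short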;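 also: 0% = neutral control wells and 100% = parthenolide positive control wells; values of inactives mirror those of a sister screen read the other way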
NSD2 inh: blocks human histone methyltransferase NSD2; NSD2 peptide methylation, AlphaScreen, 120 min; inhibition, % at 12.5 µM; hit rate 0.54% among 310,000; in the data active = inhibition above about 50%
Target sequence (O96028 whole entry, looked up): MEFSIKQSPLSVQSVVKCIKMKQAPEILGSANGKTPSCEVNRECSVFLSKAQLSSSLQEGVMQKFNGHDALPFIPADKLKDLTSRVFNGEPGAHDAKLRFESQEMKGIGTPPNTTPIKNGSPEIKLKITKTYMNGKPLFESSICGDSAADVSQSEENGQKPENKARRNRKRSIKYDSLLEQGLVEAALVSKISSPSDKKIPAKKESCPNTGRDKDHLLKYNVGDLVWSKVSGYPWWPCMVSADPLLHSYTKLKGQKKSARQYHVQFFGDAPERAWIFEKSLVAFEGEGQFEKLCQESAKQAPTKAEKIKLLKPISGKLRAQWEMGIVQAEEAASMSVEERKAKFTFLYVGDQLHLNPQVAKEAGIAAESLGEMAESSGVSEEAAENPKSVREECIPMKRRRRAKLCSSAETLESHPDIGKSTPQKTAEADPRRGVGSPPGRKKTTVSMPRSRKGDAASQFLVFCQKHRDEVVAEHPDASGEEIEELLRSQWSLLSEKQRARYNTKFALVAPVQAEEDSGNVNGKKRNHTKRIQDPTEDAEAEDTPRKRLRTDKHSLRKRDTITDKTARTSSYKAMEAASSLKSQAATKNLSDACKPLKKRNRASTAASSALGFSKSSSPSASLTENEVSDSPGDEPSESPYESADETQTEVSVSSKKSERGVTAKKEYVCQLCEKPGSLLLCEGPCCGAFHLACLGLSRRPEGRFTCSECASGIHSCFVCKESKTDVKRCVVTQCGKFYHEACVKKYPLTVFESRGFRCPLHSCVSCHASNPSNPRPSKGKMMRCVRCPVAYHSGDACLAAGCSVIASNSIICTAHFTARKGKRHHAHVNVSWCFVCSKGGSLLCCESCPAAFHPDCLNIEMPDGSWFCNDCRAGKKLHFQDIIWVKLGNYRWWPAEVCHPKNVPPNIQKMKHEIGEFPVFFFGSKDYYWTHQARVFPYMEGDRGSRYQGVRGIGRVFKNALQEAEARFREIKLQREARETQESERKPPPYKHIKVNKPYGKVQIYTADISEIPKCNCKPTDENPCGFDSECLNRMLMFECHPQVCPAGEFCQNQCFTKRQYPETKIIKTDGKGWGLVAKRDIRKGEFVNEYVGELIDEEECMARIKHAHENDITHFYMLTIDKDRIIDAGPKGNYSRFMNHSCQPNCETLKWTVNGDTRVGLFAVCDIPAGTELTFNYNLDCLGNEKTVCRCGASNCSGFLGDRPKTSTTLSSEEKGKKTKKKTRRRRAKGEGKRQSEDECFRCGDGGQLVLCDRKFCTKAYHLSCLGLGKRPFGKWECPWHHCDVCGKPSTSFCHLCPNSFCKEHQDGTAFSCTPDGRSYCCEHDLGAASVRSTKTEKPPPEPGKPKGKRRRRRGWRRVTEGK
CDK5 p35 inh: blocks human CDK5/p35 kinase activity. Q00535+Q15078. Recombinant CDK5/p35, ADP-Glo luminescence, 60 min. inhibition, % at 10 µM. hit rate 0.01% among 330,000. AID 488839;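 active = highest replicate inhibition of at least 50% and at least 75% of replicates reaching 50%; inconclusive = only one of the two criteria met; inactive = both criteria failed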;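 also: plate controls were DMSO neutral control for no effect and GW8510 at 10 µM for full effect; many of its hits are not listed in these tables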
PKA-R1A act: activates the PKA-R1A holoenzyme complex; PKA-R1A dissociation, Cy5-IP20 fluorescence polarization; scaled: DMSO 0%, 113 µM cGMP 100%; activation, % at 11.4 µM; hit rate 0.083% among 340,000; AID 504707;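 active = percent activation above the mean of all tested compounds plus 3 SD, cut at about 19% in these data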;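 also: higher means more PKAc released from R1A so a rise in polarization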
Arr AP2 block: human beta-arrestin and AP2 interaction inhibition | hit rate 0.31% among 340,000 | FITC-arrestin peptide / GST-AP2 beads, flow cytometry; AP2 beta2 appendage carries R879A mutation | inhibition, % at 10 µM;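 active = inhibition above a set limit, near 3 SD of compounds lacking own fluorescence, cut at about 54% in these data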;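 also: plate controls were DMSO wells for no effect and 5 µM unlabelled arrestin peptide for full effect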
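System: GST-AP2 R879A glutathione beads; medium: PBS, Tween 20 0.05%, BSA 0.1%; reagent: fluorescein-tagged arrestin peptide at 50 nM final; schedule: pre-incubation 12 min, peptide binding 1 h, room temperature; detection: flow cytometry, FL1 (488/535 nm); read-out: inhibition as reduced fluorescein signal on beads, percent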
DSG3 Ab inh: inhibitors of pemphigus antibody binding to human desmoglein-3; P32926; DSG3-coupled beads, scFv-anti-DSG3-GFP binding, flow cytometry; hits give low values; binding (percent of control), % at 10 µM; hit rate 0.48% among 310,000; AID 588358;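 active = binding more than 3 SD below its plate's average and above zero; inconclusive = below that plate limit but binding exactly zero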;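 also: hits lower antibody fragment binding to DSG3; some compounds called inactive have numbers as strong as hits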
SR-BI DiI inh: inhibitors of mouse SR-BI mediated HDL lipid uptake; Q61009; ldlA[mSR-BI] CHO cells, DiI-HDL uptake fluorescence, 3 h; inhibition, % at 12.5 µM; hit rate 0.96% among 320,000;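 active = mean replicate inhibition of at least 70% and a set share of replicates each scoring 70 or more; inconclusive = meets just one of the two criteria; inactive = fails both criteria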;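 also: 0% = median of neutral control wells and 100% = median of positive control wells; values of inactives mirror those of a sister screen read the other way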
SR-BI uptake up: SR-BI HDL lipid transfer activation; CHO ldlA[mSR-BI] cells, DiI-HDL uptake fluorescence, 3 h; 100 = double the neutral-control signal; activation, % at 12.5 µM; hit rate 0.096% among 320,000; AID 504775;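 active = mean replicate activation of at least 60% and every replicate at or above 60%; inconclusive = mean or all-replicate condition met, but not both; inactive = mean below 60% and not all replicates reaching 60%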;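 also: 0% = median plate neutral-control signal and 100% = twice that signal; values of inactives mirror those of a sister screen read the other way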
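Material: SR-BI-overexpressing, LDLR-lacking CHO cells; schedule: compound exposure 3 h, 37 °C; reagent: DiI-labelled HDL at 10 µg/mL final; technique: bottom-read fluorescence, 550/595 nm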
PKA-R2B activ: activates the human PKA-R2B holoenzyme complex; PKA-R2B holoenzyme dissociation, Cy5-IP20 fluorescence polarization; R2B truncated from residue 108, S112A mutant; 0% DMSO only, 100% 113 µM cGMP; activation, % at 11.4 µM; hit rate 0.079% among 340,000; AID 504700;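 active = activation above a cutoff set at the mean over all compounds plus 3 SD, cut at about 18% in these data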;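 also: higher means more holoenzyme dissociation and a rise in polarization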
* marks the source's active call; other numbers are inactive results; u = inconclusive; x = no result given.

SMILES	dFosB act	SUMO Mot1 rescue	MITF TRPM1 HTS	NSD2 inh	CDK5 p35 inh	PKA-R1A act	Arr AP2 block	DSG3 Ab inh	SR-BI DiI inh	SR-BI uptake up	PKA-R2B activ
CC(C)(C)OC(=O)[C@H](Cc1ccccc1)NC(=O)c1nc[nH]c1C(=O)N1CCN(c2ccccc2)CC1	5	7	-3	x	3.9	-4	0	103	-15	15	7
COc1ccc(-c2[nH]ncc2-c2cnn(-c3ccccc3)c2)c(O)c1	-2	-16	-2	0	-3.5	-1	3	92	21	-21	-1
CCC1(O)C(=O)OCc2c1cc1n(c2=O)Cc2cc3c(N)cccc3nc2-1 (stereo not drawn)	0	x	x	2	0.2	1	-5	83	-1	1	-20
Cc1ccc(C(=O)N2CCCC2)cc1S(=O)(=O)Nc1ccccc1	2	-3	1	1	1.4	-3	3	99	-5	5	1
COCCCNC(=O)CCC(=O)NNc1nc2ccccc2c2nc(C)nn12	6	0	-8	0	1.9	-1	10	83	-3	3	-6
COc1ccc(-n2nc3c(N4CCC(C(=O)NCCc5ccccc5C)CC4)nnc(C)c3c2C)cc1	-1	11	-89	x	-0.8	1	1	116	53	-53	0
CCC(=O)NC(=S)NNC(=O)c1ccc(O)cc1	3	12	-7	0	2.5	5	-15	109	-13	13	0
COC(=O)c1ccc(C(=O)OC)c(NC(=O)/C=C/C(=O)O)c1	-4	22	-5	-3	2.2	3	10	98	x	x	1
O=C(c1cccc(S(=O)(=O)NCc2ccccc2)c1)N1CCCCC1	-12	-4	-3	0	-0.3	-6	-10	103	-6	6	-4
CCc1ccc(N2CC(C(=O)OCC(=O)Nc3ccc(C#N)cc3)CC2=O)cc1 (stereo not drawn)	-4	11	3	x	0.4	-8	-2	92	-11	11	-5
S=c1[nH]nc(CSCc2ccccc2Cl)n1-c1ccccc1	-3	167	x	5	0.2	-13	28	96	-13	13	-11
Cc1cc2ccccn2c1C(=O)c1ccc(Cl)c([N+](=O)[O-])c1	0	x	-2	-2	1.6	20*	18	101	7	-7	1
CCCc1cc(=O)[nH]c(SCC(=O)c2cc(C)n(C(C)COC)c2C)n1 (stereo not drawn)	7	-12	x	3	-0.4	-11	30	102	-9	9	-3
O=C(Nc1ccc(-c2cn3ccsc3n2)cc1)C1COc2ccccc2O1 (stereo not drawn)	-2	8	11	-8	-1.0	-17	-6	109	x	x	-14
COc1cccc(OCc2nc3ccccc3[nH]2)c1	-2	-14	x	x	-0.5	3	6	102	0	0	-7
COc1ccc(NC(=O)Cc2ccc(C)cc2)cc1S(=O)(=O)N1CCCCC1	-8	-7	-7	-3	-3.0	-13	9	69	6	-6	2
CCC(=O)Nc1nnc(-c2ccc(Cl)s2)o1	-1	-2	12	-1	-1.0	-4	5	78	-8	8	-8
CC1=C(C#N)C(NC(=O)C(C)(C)C)(C(F)(F)F)C(=O)N1 (stereo not drawn)	-6	3	-2	0	0.3	6	-1	101	2	-2	0
S=C(Nc1ccccc1)Nc1cccc(Cl)c1Cl	-2	x	-9	-2	0.6	2	26	106	-10	10	-1
Cc1[nH]c(=O)[nH]c(=O)c1S(=O)(=O)Nc1cccc([N+](=O)[O-])c1C	-10	13	12	-1	-1.0	-3	9	x	-172	u	5
COC(=O)C1=C(C)N(Cc2ccccc2)C(=NCCc2c[nH]c3ccccc23)N[C@H]1c1cccc(C(F)(F)F)c1	0	-1	-24	x	2.9	-10	-4	121	-10	10	10
CC(CNC(=O)c1ccc(OC2CCN(Cc3ccccn3)CC2)cc1)c1ccccc1 (stereo not drawn)	-2	-7	14	2	2.2	-2	2	x	37	-37	-5
CCOC(=O)C1CCN(CC(=O)Nc2c(C(=O)OC)n(C)c3cccc(C)c23)CC1	3	25	-6	0	-0.1	4	-4	101	-2	2	-4
COc1ccc(N(CC(=O)NCc2ccc3c(c2)OCO3)S(C)(=O)=O)cc1OC	9	118	12	2	0.8	-6	17	107	-37	37	-2
O=C(CSc1nnnn1C1CCCC1)Nc1ccccc1N1CCOCC1	-2	-6	-6	-4	3.1	-8	-6	100	15	-15	0

Later entries
SMILES	dFosB act	SUMO Mot1 rescue	MITF TRPM1 HTS	NSD2 inh	CDK5 p35 inh	PKA-R1A act	Arr AP2 block	DSG3 Ab inh	SR-BI DiI inh	SR-BI uptake up	PKA-R2B activ
Nc1nc(Cl)c2ncn(C3OC(CO)C(O)C3O)c2n1 (stereo not drawn)	2	x	0	-5	-1.8	-9	5	104	-10	10	2
COc1cc(C(NC=O)C(=O)Nc2c(C)cccc2C)ccc1O (stereo not drawn)	-3	2	3	2	2.7	-2	6	96	x	x	-5
N#Cc1ccc(Oc2cccnc2)cc1C#N	0	0	-8	x	-0.6	-3	-6	98	9	-9	-14
O=C(CCc1nc2ccccc2c(=O)[nH]1)N1CCN(S(=O)(=O)c2ccc(Cl)c(C(F)(F)F)c2)CC1	-15	2	-1	-16	0.9	-9	8	100	-35	35	-17
CSCC[C@H](NC(=O)OC(C)(C)C)C(=O)N/N=C/c1ccc2nccnc2c1	1	-7	0	5	0.3	4	42	104	-25	25	-7
COC(C(=O)Nc1ccc(F)cc1F)c1ccccc1 (stereo not drawn)	1	-9	-8	3	-0.9	-2	32	103	-5	5	-8
CC1CCc2cc(F)ccc2N1C(=O)c1cccnc1 (stereo not drawn)	1	9	-11	-5	0.1	-9	6	97	0	0	-2
O=C(NCc1ccc(Cl)cc1)c1cc(=O)[nH]c2ccccc12	4	5	2	-2	-0.4	-6	-4	101	-2	2	-12
O=C(c1cccc(C(F)(F)F)c1)N1CCC(O)(CS(=O)(=O)Cc2ccccc2Cl)CC1	-7	8	-6	8	1.0	-6	-1	101	10	-10	-5
COC(=O)c1ccc(C(=O)OC)c(NC(=O)COC(=O)C2CC2C)c1 (stereo not drawn)	-16	3	3	x	0.7	9	-7	107	-12	12	3
Cc1ccc(NC(=S)N2CCCCCC2)cc1	4	48	51	0	-0.6	1	-10	115	-1	1	-3
CCOc1cc(/C=C2\SC(=NC)N(C)C2=O)cc(Cl)c1OC(C)=O	-3	8	-4	1	1.2	-5	10	104	9	-9	1
O=C(COc1ccc(-n2cnnn2)cc1)NC1CCCCC1	2	-12	x	-2	-0.2	-3	7	x	-2	2	3
CCc1cc2c(Nc3ccc(O)cc3)nc(C)nc2s1	-6	-10	x	-1	-0.2	-3	5	118	4	-4	-4
CC(C)C(=O)Nc1ccccc1N1CCN(S(C)(=O)=O)CC1	6	-47	x	0	0.7	0	-4	x	-18	18	3
CSc1ccccc1NC(=O)CN(C)CC(=O)Nc1ccccc1F	2	x	-5	-4	1.3	-2	-17	103	-21	21	-12
O=C(OCC(=O)N1CCc2ccccc21)[C@@H]1CC(O)CN1S(=O)(=O)c1ccccc1[N+](=O)[O-] (stereo partly drawn)	-3	4	x	14	1.6	-3	-1	x	39	-39	6
CSc1nnc(C)c(/C=C/NOCc2ccc(Cl)cc2)n1	1	64	13	12	0.1	2	-1	100	11	-11	-6
COc1ccc(Nc2ccc(N3C(=O)CCC3=O)cc2[N+](=O)[O-])cn1	0	14	6	-5	-2.4	-4	-12	106	x	x	-6
Cn1cccc1-c1cc(C(=O)N/N=C/c2ccc(F)cc2)[nH]n1	-9	5	2	10	10	3	15	x	11	-11	7
COc1ccc(-c2ccc3c(c2)[C@@H]2C[C@H](N(C)C(=O)C(C)(C)C)[C@H]([C@H](C)O)C(=O)N2CC3)cc1	-23	x	-3	x	3.2	-4	27	113	19	-19	4
COC(=O)c1c(C)oc(C)c1S(=O)(=O)N1CCOCC1	6	1	-2	0	-0.5	-8	36	112	-4	4	-3
CCn1cc(CNC(=O)/C=C/c2cnn(C)c2)c(C)n1	4	3	-6	-2	-2.0	-12	3	x	-41	41	7
CC(=O)Nc1ccc(NC(=O)C2CC(=O)Nc3nc4ccccc4n32)cc1 (stereo not drawn)	6	1	-1	0	0.4	-3	-8	103	-14	14	-1
CC1(C)Oc2ccc3ccc(=O)oc3c2/C(=C/NNC(N)=S)C1=O	-1	-8	7	10	1.0	5	16	91	16	-16	-4

Continuation:
SMILES	dFosB act	SUMO Mot1 rescue	MITF TRPM1 HTS	NSD2 inh	CDK5 p35 inh	PKA-R1A act	Arr AP2 block	DSG3 Ab inh	SR-BI DiI inh	SR-BI uptake up	PKA-R2B activ
O=C(O)CSCC(=O)N1CCN(Cc2ccc3c(c2)OCO3)CC1	-8	-18	8	-2	1.0	1	13	100	-1	1	6
Cc1sccc1/C=N/NC(=O)c1ccco1	-12	2	31	1	-0.4	5	4	110	-14	14	-1
CN1CCN(c2ncnc3c2cnn3-c2ccc(Cl)cc2)CC1	-3	48	2	x	-0.1	-11	-5	103	-10	10	-15
O=C(O)c1cc(N2C(=O)C=CC2=O)cc(N2C(=O)C=CC2=O)c1	-1	x	20	88*	4.4	4	18	102	-9	9	3
O=C(C(Cc1ccccc1)N1C(=O)C2C3C=CC(C3)C2C1=O)N1CCCCCC1 (stereo not drawn)	-1	-11	-3	15	-0.5	-5	1	104	-4	4	-9
CC(=O)Nc1ccc(S(=O)(=O)NC(C)(C#N)C2CC2)cc1 (stereo not drawn)	-3	-20	3	-2	0.3	11	-4	118	x	x	2
O=C(COc1ccc2c(C(F)(F)F)cc(=O)oc2c1)Nc1ccc2c(c1)OCCO2	-1	8	-5	-1	0.6	-8	-1	103	10	-10	-1
O=[N+]([O-])c1cccc(OCc2cn3cccnc3n2)c1	0	-10	11	-4	5.0	-8	14	96	-7	7	-8
CCOC(=O)C1(CCc2ccccc2)CCN(C(=O)C2=C(C)OCCO2)CC1	-4	-8	16	-2	0.4	x	29	87	55	-55	x
O=C(CSc1nc2ccccc2c(=O)n1-c1ccc(F)cc1)Nc1ccc(C(=O)O)cc1	-8	-11	-11	3	0.5	-6	0	110	-12	12	12
Cc1occc1C(=O)N1CCN(c2ccc(Cl)c(Cl)c2)CC1	-4	-3	12	-5	-0.8	-7	33	95	13	-13	3
O=C(CSc1nnc(-c2ccccc2Cl)n1Cc1ccco1)Nc1ccc2c(c1)OCCO2	-6	1	-5	7	-0.1	4	5	103	24	-24	7
COc1ccccc1NC(=O)CSc1nc(=O)n(CCN2CCOCC2)c2c1CCC2	0	-15	11	1	1.2	0	-9	107	-12	12	-2
